hIAP activ: increases human intestinal alkaline phosphatase activity. P09923. purified human IAP, CDP-Star luminescence, 30 min; stronger effect = higher value; 1 = vehicle-only enzyme, 0 = enzyme-free background. activation factor at 10 µM. 0.16% of 330,000 active. AID 2524;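 active = activation factor of the enzyme at least 2-fold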; note: the source names both 10 and 20 µM as test concentration; values of inactives mirror those of a sister screen read the other way
Target sequence (P09923 whole entry, looked up): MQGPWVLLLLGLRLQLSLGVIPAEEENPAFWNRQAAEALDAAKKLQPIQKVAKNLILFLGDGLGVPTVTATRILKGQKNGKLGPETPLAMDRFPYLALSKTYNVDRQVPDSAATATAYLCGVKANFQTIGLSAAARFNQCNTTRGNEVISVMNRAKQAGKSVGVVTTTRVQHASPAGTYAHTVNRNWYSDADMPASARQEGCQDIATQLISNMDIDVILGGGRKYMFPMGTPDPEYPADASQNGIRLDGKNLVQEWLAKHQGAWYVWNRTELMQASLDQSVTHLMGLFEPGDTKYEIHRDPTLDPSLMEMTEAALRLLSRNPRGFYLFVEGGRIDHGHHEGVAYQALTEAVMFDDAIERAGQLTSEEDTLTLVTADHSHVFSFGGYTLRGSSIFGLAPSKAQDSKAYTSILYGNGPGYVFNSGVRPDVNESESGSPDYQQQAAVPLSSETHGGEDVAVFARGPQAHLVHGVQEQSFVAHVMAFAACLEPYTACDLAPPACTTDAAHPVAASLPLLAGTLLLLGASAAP
mIAP inh: mouse IAP inhibition; purified mouse IAP, CDP-Star luminescence, 30 min; inhibition, % at 10 µM; 0.2% of 330,000 active;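 active = inhibition of at least 40% at 10 µM in the primary screen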;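 note: plate controls were DMSO with enzyme for no effect and no enzyme wells for full effect; values of inactives mirror those of a sister screen read the other way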
A3A deaminase: inhibitors of human APOBEC3A DNA deaminase. inhibition, % at 20 µM. recombinant A3A, FAM/TAMRA ssDNA deamination fluorescence. 0.41% of 330,000 active. P31941;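 active = at least 40% inhibition at 20 µM here, with at most 30% in a related deaminase screen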;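 note: plate controls were A3A with DMSO for no effect and wells lacking A3A enzyme for full effect; some results filed as inactive read as strong as hits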
Target sequence (P31941 whole entry, looked up): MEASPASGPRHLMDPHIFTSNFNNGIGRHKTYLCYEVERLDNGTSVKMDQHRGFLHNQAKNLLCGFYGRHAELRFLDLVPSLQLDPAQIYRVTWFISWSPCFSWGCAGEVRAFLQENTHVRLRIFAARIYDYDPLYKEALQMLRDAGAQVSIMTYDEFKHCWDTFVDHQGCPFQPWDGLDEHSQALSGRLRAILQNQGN
MIN6 prolif: inducers of beta-cell replication in MIN6 cells. MIN6 cells proliferation, ATPlite luminescence, 48 h; cells starved in 0.2% serum; 100% = growth in 10% serum. proliferation, % at 10 µM. 0.29% of 330,000 active. AID 2380;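 active = compounds whose signal lies at least 3.5 SD above the mean of all wells on their plate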;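 note: 0% = DMSO-treated cells in low-serum medium and 100% = 10% serum control; some compounds called inactive have numbers as strong as hits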
SENP1 inh: inhibitors of human SENP1 SUMO protease catalytic domain; Q9P0U3; recombinant SENP1 catalytic domain, CyPet-SUMO1-YPet FRET cleavage; inhibition, % at 10 µM; 0.21% of 360,000 active;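 active = inhibition at least 30% at 10 µM, raw YFP signal under a set limit, fluorescence ratio 0.5 to 1.5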;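 note: 0% = enzyme with DMSO and 100% = no enzyme wells; some results filed as inactive read as strong as hits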
Target sequence (Q9P0U3 419-644 limits assumed): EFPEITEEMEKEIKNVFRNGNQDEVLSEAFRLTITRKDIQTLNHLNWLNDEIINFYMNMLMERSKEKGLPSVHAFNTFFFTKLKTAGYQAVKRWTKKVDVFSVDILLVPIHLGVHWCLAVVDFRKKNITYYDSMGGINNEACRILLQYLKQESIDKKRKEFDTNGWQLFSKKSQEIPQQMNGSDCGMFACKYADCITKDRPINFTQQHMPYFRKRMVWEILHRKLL
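Material – human SENP1 catalytic domain · Input – SENP1 enzyme, 20 pM final · Compound dosing – single concentration of 10 µM compound, 0.5% DMSO final · Timing – enzyme reaction for 50 min at room temperature, dark · Measured by – FRET fluorescence in CFP and YFP emission channels · Control set – no-enzyme wells low, DMSO-plus-enzyme wells high control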
hIAP inh: human IAP inhibition | purified IAP, CDP-Star luminescence, 30 min | inhibition, % at 10 µM | P09923 | 0.12% of 330,000 active;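 active = inhibition reaching a set limit with compound at 10 µM in the primary screen, cut at about 35% in these data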;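 note: plate controls were DMSO wells with enzyme for no effect and no-enzyme buffer wells for full effect; values of inactives mirror those of a sister screen read the other way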
mIAP activ: increases mouse intestinal alkaline phosphatase activity; activation factor at 10 µM; 0.24% of 330,000 active; muIAP, CDP-Star luminescence, 30 min; stronger effect = higher value; 1 = vehicle-only enzyme signal, 0 = enzyme-free wells;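 active = activation factor of at least 2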; note: the source names both 10 and 20 µM as test concentration; values of inactives mirror those of a sister screen read the other way
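Assay system: mouse IAP enzyme; Reagent: CDP-Star chemiluminescent phosphatase substrate; Compound: DMSO-dissolved test compounds; Incubation: 30 min, room temperature; Technique: luminescence from enzymatic CDP-Star hydrolysis; Controls: DMSO-only wells and no-enzyme negative control.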
NLRP3 yeast inh: NALP3 inhibition in yeast | Yeast reconstituted NLRP3/ASC/caspase-1, beta-gal luminescence, 24 h | inhibition, % at 10 µM | 0.39% of 330,000 active | AID 2825;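 active = inhibition of 50% or more; inactive = inhibition below 50%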;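 note: plate controls were induced DMSO wells for no effect and uninduced yeast grown without galactose for full effect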
A3G deaminase: blocks human APOBEC3G single-stranded DNA deamination | 0.28% of 330,000 active | recombinant A3G, ssDNA deamination FAM/TAMRA fluorescence | inhibition, % at 20 µM | Q9HC16;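 active = inhibition of at least 40% at 20 µM, with no more than 30% in the related APOBEC3A deaminase screen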;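 note: plate controls were DMSO wells with A3G for no effect and wells lacking A3G enzyme for full effect; some compounds called inactive have numbers as strong as hits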
* = called active by the depositor; / = no result given. The list is partial (hit frequency here may not be typical).

SMILES	hIAP activ	mIAP inh	A3A deaminase	MIN6 prolif	SENP1 inh	hIAP inh	mIAP activ	NLRP3 yeast inh	A3G deaminase
CCOC(=O)c1c(NC(=O)CN2CCOCC2)sc2c1CC(C)(C)OC2	1.04	1.9	-1.1	2.6	-11.3	-4.0	0.981	18.0	-3.1
CCOC(=O)c1nnn(-c2nonc2N)c1-c1ccc(Br)cc1	1.03	7.5	-1.6	-0.6	0.9	-2.9	0.925	9.9	-6.9
CCCCc1nc2ccccc2n1CC(=O)NN	1.13	-9.9	3.2	-3.1	-0.7	-13.1	1.1	3.5	0.4
NC(=O)[C@@H]1CCOc2c(F)cc([N+](=O)[O-])cc2C(=O)N[C@@H](CO)C(=O)NCC(=O)N1	1.04	-9.1	-3.0	-1.7	-0.5	-3.6	1.09	0.0	-6.5
CCn1cc(CN2N=C(C)CC2c2ccccc2)c(C)n1 (configuration not stated)	1.28	3.4	-3.5	-0.4	-5.5	-27.9	0.966	-8.3	-5.3
Cc1cc(NC(=O)CSC2=NS(=O)(=O)c3ccccc3N2)no1	1.23	9.6	0.9	0.8	2.2	-22.6	0.904	24.3	-8.0
COc1cccc2cc(-c3nnc(SCC(=O)NCCc4ccccc4)n3C)oc12	0.988	10.8	1.4	-1.1	2.0	1.2	0.892	6.0	0.1
O=C(NCCOC(=O)c1ccccc1C(=O)OCCNC(=O)c1cccnc1)c1cccnc1	0.842	-9.8	8.5	-3.4	-0.1	15.8	1.1	4.4	3.8
CC(C)C(=O)N1CCN(CCN2C(=O)c3cccc4cccc(c34)C2=O)CC1	1.01	-11.6	3.6	-1.2	0.0	-1.4	1.12	2.9	-0.7
Cn1c(CNC(=O)c2ccccc2F)nnc1SCc1ccc(Cl)cc1	1.13	-6.2	-3.0	-3.1	-0.6	-12.7	1.06	16.9	-6.0
COc1ccc(CCNC(=O)CCn2c(=O)[nH]c3cc(OC)c(OC)cc3c2=O)cc1OC	1.01	5.0	-2.2	0.3	-0.3	-1.3	0.95	17.6	-4.5
COC(=O)C(Cc1c[nH]c2ccccc12)NC(=O)C(C)C (configuration not stated)	0.992	-5.5	-2.0	-2.2	2.3	0.8	1.05	-1.6	-4.4
COc1ccc(Cl)cc1C(=O)Nn1c(-c2cccs2)nc2ccccc2c1=O	1.04	-2.2	0.4	-4.4	0.7	-3.6	1.02	-4.9	-2.4
Cc1cccc(C(=O)Oc2cccc3c(O)cccc23)c1	1.05	4.5	2.3	-2.3	-2.1	-5.2	0.955	18.5	0.0
O=C(O)c1cccnc1Sc1ncnc2sc3c(c12)CCC3	1.14	0.3	7.1	-0.1	-0.7	-14.0	0.997	13.7	-1.2
COc1ccc(CCNC(=O)C(CCC(N)=O)NS(=O)(=O)c2ccc(Cl)cc2)cc1OC (configuration not stated)	0.979	-3.8	0.7	-5.1	-2.5	2.1	1.04	6.6	-5.1
CC(=O)Oc1ccccc1C1=NN(C(=O)/C=C/c2ccccc2)C(c2ccccc2)C1 (configuration not stated)	0.765	14.4	-0.6	-6.1	2.8	23.5	0.856	10.6	-3.7
NC1C2CN(c3nc4c(cc3F)c(=O)c(C(=O)O)cn4-c3ccc(F)cc3F)CC12 (configuration not stated)	0.989	-2.7	-3.3	-3.4	3.4	1.1	1.03	15.1	-0.7
Cc1cccc(OC(C)C(=O)OCC(=O)Nc2sccc2C(N)=O)c1 (configuration not stated)	1.02	11.1	-1.4	0.0	-1.1	-2.1	0.889	15.4	-2.9
CCOC(=O)c1cccc(NC(=O)CCS(=O)(=O)c2cccs2)c1	0.961	17.2	2.2	-4.8	-1.7	3.9	0.828	8.9	-0.9
O=C(CNC1CCCCC1)Nc1ccc([N+](=O)[O-])cc1C(=O)Nc1ccccc1F	0.976	9.3	0.9	0.7	0.9	2.4	0.907	9.4	-5.0
O=C1CCC(C(=O)OCC(=O)C23CC4CC(CC(C4)C2)C3)N1 (configuration not stated)	1.1	-6.0	-0.2	0.8	-0.6	-10.1	1.06	11.3	-3.8
COc1ccc(NC(=O)Cn2c(=O)oc3ccccc32)cc1	1.03	9.4	1.2	-1.3	-0.4	-3.2	0.906	2.9	0.0
C=CCn1c(SCC(=O)NCCc2ccccc2)nnc1C1CC1	1.07	-10.5	2.4	-2.2	0.0	-7.5	1.1	29.8	4.5
COCc1[nH][nH]c(=O)c1C=Nc1ccc(Oc2ccccc2)cc1	1.25	4.7	2.1	-1.1	-0.6	-24.9	0.953	31.0	1.3

Some values from the entries so far:
Entry of O=C(NCCOC(=O)c1ccccc1C(=O)OCCNC(=O)c1cccnc1)c1cccnc1 under MIN6 prolif: -3.4
Entry of CC(=O)Oc1ccccc1C1=NN(C(=O)/C=C/c2ccccc2)C(c2ccccc2)C1 (configuration not stated) under SENP1 inh: 2.8
Entry of O=C(CNC1CCCCC1)Nc1ccc([N+](=O)[O-])cc1C(=O)Nc1ccccc1F under mIAP activ: 0.907

Other results.
SMILES	hIAP activ	mIAP inh	A3A deaminase	MIN6 prolif	SENP1 inh	hIAP inh	mIAP activ	NLRP3 yeast inh	A3G deaminase
COc1ccccc1CNC(=O)COC(=O)c1ncc(Cl)c(Cl)c1Cl	1.08	-5.5	0.2	0.3	0.1	-7.8	1.05	12.4	-4.4
CCOC(=O)[C@@H]1[C@H]2COc3cc(OC)ccc3[C@@H]2N2C(=O)N(c3ccc(C(F)(F)F)cc3)C(=O)[C@]12C	1.08	6.6	0.6	-2.8	-0.2	-7.7	0.934	14.9	-4.8
Cc1nn(-c2ccccc2)c(=O)c2noc(C)c12	1.05	-0.3	-4.2	-1.1	1.4	-5.5	1	3.7	-4.2
O=C(CCC1COc2ccccc2O1)NC1CCCCC1 (configuration not stated)	0.974	1.1	-0.7	-1.6	1.3	2.6	0.989	19.4	-7.1
COc1cc(OC)c(C(=S)N2CCCC2)cc1OC	1.19	7.2	-5.8	-0.4	-0.1	-19.1	0.928	16.0	7.2
Cc1nc(S(=O)(=O)c2cccc(Cl)c2)nc2c1CCC2	0.967	1.4	-3.7	-0.9	-3.8	3.3	0.986	11.8	-6.2
CC1CN(C(=O)CCC(=O)NCCCc2ccccc2)c2ccccc2O1 (configuration not stated)	0.871	-1.8	-2.8	8.9	0.9	12.9	1.02	11.7	-4.4
O=C(OCC(=O)N1CCCC1)c1cc(Cl)ccc1Cl	1.28	-3.8	-6.5	-0.4	1.3	-28.0	1.04	6.9	-2.7
Cc1cc(C)c2nc(-c3ccncc3)cc(C(=O)N3CCN(Cc4ccccc4Cl)CC3)c2c1	1.01	4.2	2.7	-7.0	-5.8	-0.6	0.958	11.3	-6.0
CCSCc1nnc(SCC(=O)Nc2nc(C)cs2)n1C	1.02	10.5	4.4	-0.4	/	-1.8	0.895	7.2	9.4
Cc1ccc(C(=O)NCCCNc2ccccc2[N+](=O)[O-])cc1	0.714	10.3	1.6	-0.4	0.4	28.6	0.897	27.6	-0.3
O=[N+]([O-])c1cc(-c2cnc3ccccc3n2)ccc1Oc1ccc(F)cc1	0.874	12.4	-2.8	-4.5	-0.5	12.6	0.876	0.7	-8.1
CCC(C)(C)NC(=O)C(c1ccc(OC)cc1)N(Cc1ccc(OC)cc1)C(=O)CCC(=O)Nc1cc(C)on1 (configuration not stated)	0.847	-1.5	-3.1	4.1	-0.9	15.3	1.01	9.7	-7.9
O=C(CSc1cn(CCNC(=O)c2cccs2)c2ccccc12)NCC1CCCO1 (configuration not stated)	1.12	4.1	1.0	3.6	3.2	-11.8	0.959	11.4	0.8
COc1ccc(-n2c(SCC(=O)Nc3ccc(C(=O)O)cc3)nnc2-c2ccccc2)cc1OC	1.01	3.3	-2.2	3.3	0.3	-0.8	0.967	10.2	-8.6
COc1ccc(CNCc2ccc3ccccc3c2)c(OC)c1	1.03	9.9	-1.2	-3.7	1.8	-3.5	0.901	12.7	-3.5
Cc1cc(C)cc(NC(=O)C2C3C=CC4(O3)C2C(=O)N(CCCN(C)C)C4C(=O)NC2CCCC(C)C2C)c1 (configuration not stated)	1.26	4.0	2.2	0.0	0.7	-25.6	0.96	0.2	0.1
Cc1ccccc1OCCCC(=O)Nc1ccccc1C(F)(F)F	0.954	3.5	-0.7	-1.7	3.7	4.6	0.965	11.3	-3.8
NC(=O)c1ccc(NC(=O)CCCN2C(=O)NC3(CCCC3)C2=O)cc1	0.925	-5.8	0.9	-2.9	0.8	7.4	1.06	19.9	-5.8
O=C(CN(Cc1ccc(Br)cc1)S(=O)(=O)c1ccccc1)NCc1cccnc1	1.21	5.9	0.5	-2.2	0.1	-21.0	0.941	-0.4	2.1
CCC(CO)Oc1cc(NCc2ccc(C(=O)O)cc2)c2ncn(C(C)C)c2c1 (configuration not stated)	0.936	4.1	-5.7	-4.2	-2.9	6.4	0.959	3.2	-7.2
COc1ccc(-c2noc(CN(C(=O)c3c(-c4ccccc4Cl)noc3C)C(C)C)n2)cc1	0.979	-2.8	0.2	-2.6	1.3	2.1	1.03	1.3	4.6
CCOC(=O)c1c(S(=O)(=O)Nc2ccccn2)c(C)n(C)c1C	1.07	6.5	-4.2	-0.1	-0.5	-7.3	0.935	-5.9	-5.3
N#Cc1ccc(S(=O)(=O)N2CCN(C(=O)C3CC(=O)N(c4ccc5c(c4)OCCO5)C3)CC2)cc1 (configuration not stated)	1.21	3.2	-0.5	4.0	-0.7	-20.8	0.968	7.7	-1.5
Nc1nnn(CC(=O)N/N=C/C=C/c2ccccc2)n1	0.734	7.9	0.7	0.5	0.9	26.6	0.921	30.2	-4.2
(list continues)
SMILES	hIAP activ	mIAP inh	A3A deaminase	MIN6 prolif	SENP1 inh	hIAP inh	mIAP activ	NLRP3 yeast inh	A3G deaminase
O=C(c1cc(=O)[nH]c2ccccc12)N1CCN(c2cccc(C(F)(F)F)c2)CC1	1.24	0.2	-4.7	0.0	1.9	-24.2	0.998	15.2	-9.2
CC(C)(O)C#Cc1ccc(CNC[C@H]2O[C@@H](n3cnc4c(N)ncnc43)[C@H](O)[C@@H]2O)s1	/	-5.4	1.2	/	-0.6	/	1.05	/	2.2
COc1ccc(C2CC(=O)c3cnc(NC(=O)c4cc(OC)cc(OC)c4)nc3C2)cc1 (configuration not stated)	1.11	5.9	-2.4	-2.6	-1.2	-10.7	0.941	-0.3	-1.2
Cc1cnc(C(=O)OCC(=O)Nc2cccc(C)c2C)cn1	0.973	-4.6	2.5	2.8	0.1	2.7	1.05	-0.8	-2.3
CCc1ccccc1NC(=O)CCCN1C(=O)c2cccnc2C1=O	1.04	-1.0	-0.2	-2.7	2.5	-4.1	1.01	10.8	-8.1
CCCCn1c(N)c(N(CCOC)C(=O)c2cccc(S(=O)(=O)N(C)c3ccccc3)c2)c(=O)[nH]c1=O	1.05	-0.6	4.1	-0.6	-4.8	-4.7	1.01	2.6	-6.5
CCOc1ccc2c(c1)nc(C)n2C	1.01	0.0	-0.1	-1.7	-0.8	-0.6	1	16.9	-8.1
O=C(CCNC(=O)c1ccc(Br)cc1)NNC(=O)c1ccccc1O	1.6	31.0	-2.6	-3.2	3.4	-59.6	0.69	6.9	-10.7
OC1(c2cccc(C(F)(F)F)c2)CCN(Cc2nnnn2Cc2ccccc2)CC1	1.01	-2.1	-1.0	0.9	1.7	-0.6	1.02	4.2	-6.1
